# yeast sgs1 mgt1: NCI yeast anticancer drug screen, S. cerevisiae sgs1 mgt1 strain; 10% of 78,000 active; growth inhibition, % at 50 µM;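 note: 0% = growth of vehicle-only cultures of the same strain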
#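 Test agents were incubated with a DNA-repair-mutant yeast strain. Growth was then read and compared against vehicle-treated controls.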
# mec2-1: NCI yeast anticancer drug screen, S. cerevisiae mec2-1 strain | % growth inhibition at 50 µM | 9% of 79,000 active;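 note: 0% = growth of vehicle-only cultures of the same strain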
#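 Cells of the genetically defined mec2-1 yeast strain are incubated with test compound. Inhibition of growth is calculated against vehicle-treated controls.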
# yeast bub3: NCI yeast anticancer drug screen, S. cerevisiae bub3 mutant strain | 9.9% of 78,000 active | AID 167, 2004 | growth inhibition, % at 50 µM;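 note: 0% = growth of vehicle-only cultures of the same strain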
#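 Whole-cell yeast assay. The mutant strain was incubated with compounds, and growth inhibition was determined by comparison with vehicle-treated cells.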
# yeast mlh1 rad18: NCI yeast anticancer drug screen, S. cerevisiae mlh1 rad18 strain; growth inhibition, % at 50 µM; 11% of 79,000 active;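 note: 0% = growth of vehicle-only cultures of the same strain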
#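 A repair-deficient yeast strain is exposed to test compound, and growth is scored relative to vehicle-treated controls.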
# yeast rad50: NCI yeast anticancer drug screen, S. cerevisiae rad50 strain | % growth inhibition at 50 µM | 10% of 79,000 active;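 note: 0% = growth of vehicle-only cultures of the same strain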
#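 Cells are treated with compound, grown, and their growth is then scored against vehicle-only cultures of the same repair-deficient yeast strain.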
# yeast cln2 rad14: NCI yeast anticancer drug screen, S. cerevisiae cln2 rad14 strain | % growth inhibition at 50 µM | 8.3% of 78,000 active;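 note: 0% = growth of vehicle-only cultures of the same strain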
#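 Yeast carrying cln2 and rad14 alterations (cell cycle control and DNA damage repair) were exposed to compounds. Growth inhibition was measured against vehicle-treated controls.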
# Active calls of the source: *; & = joins results of further samples. Cut-off read from the data, not from the text of the source: active = growth inhibition above about 70%; inactive = the rest.
SMILES,yeast sgs1 mgt1,mec2-1,yeast bub3,yeast mlh1 rad18,yeast rad50,yeast cln2 rad14
CC(=O)Oc1c(C)cc2c(c1C)C(C)CN2C(C)=O (centres undefined),-24.6,-33.8,-22.4,-10.6,4.0,-18.9
O=C1CSC(c2ccccc2Br)N1c1nncs1 (centres undefined),1.9,-5.7,13.6,7.8,-5.0,0.9
CCO/C=C1\C(=O)C=C(C)CC1c1ccc(OC)c(OC)c1OC (centres undefined),47.6,38.0,41.7,86.7*,53.1,16.6
CCOC(=O)CCC1CCCO1 (centres undefined),-19.9,-19.1,-6.8,-1.1,-3.6,-4.8
C[N+]1(C)CCc2cc(O)c(O)cc2C1Cc1ccc(O)c(O)c1 (centres undefined),-29.6,24.6,-36.8,10.1,-4.3,23.4
CC(=O)N=C1N(/C=C2\C(=O)Oc3ccccc3C2=O)C(=O)/C(=C/c2ccc(Cl)cc2Cl)N1C,94.2*,95.0*,93.4*,91.6*,91.8*,89.8*
CCOC(=O)C(=O)N1C(C)=C(C(=O)OCC)CC(C(=O)OCC)=C1C,-17.8,-26.2,-8.4,-44.1,-24.6,-34.0
COc1ccc2c3c(ccc2c1)C1C(=O)OC(=O)C1CC3 (centres undefined),6.5,8.6,-6.0,11.2,-2.6,-36.6
CCn1cc(C(=O)O)c(=O)c2cc(Cl)c(-n3cccc3)cc21,46.2,29.0,30.8,41.5,34.9,25.9
C=CC12COC(=O)CC1CCC(=O)C2 (centres undefined),-14.2,-10.2,13.4,-5.4,4.8,-19.4
CC1(C)NC(=O)C(NC(=O)C(CC(=O)OCc2ccccc2)NC(=O)OCc2ccccc2)CCCCNC(=O)CCNC1=O (centres undefined),-8.0,-11.6,-2.4,1.3,-0.7,20.4
CSc1nn(C)c2cc(C)c3ccccc3[n+]12,-10.2,-7.8,4.6,-16.4,20.4,7.2

# 3 compounds from above, arranged by length of the SMILES, lowest first:
SMILES,yeast sgs1 mgt1,mec2-1,yeast bub3,yeast mlh1 rad18,yeast rad50,yeast cln2 rad14
CSc1nn(C)c2cc(C)c3ccccc3[n+]12,-10.2,-7.8,4.6,-16.4,20.4,7.2
CCO/C=C1\C(=O)C=C(C)CC1c1ccc(OC)c(OC)c1OC (centres undefined),47.6,38.0,41.7,86.7*,53.1,16.6
C[N+]1(C)CCc2cc(O)c(O)cc2C1Cc1ccc(O)c(O)c1 (centres undefined),-29.6,24.6,-36.8,10.1,-4.3,23.4

# Following part:
SMILES,yeast sgs1 mgt1,mec2-1,yeast bub3,yeast mlh1 rad18,yeast rad50,yeast cln2 rad14
CCCCCCCCCC(C)=O,-16.0,-4.4,4.5,-12.2,-9.8,-17.9
Cn1c2cc(Cl)c(Cl)cc2nc2cc3c(cc21)c(Cl)c(=O)c1cc2cc(Cl)c(Cl)cc2cc13,11.3,8.7,-2.9,20.3,31.8,25.9
O=C(O)C(NCCCNC(C(=O)O)c1ccccc1)c1ccccc1 (centres undefined),22.6,14.2,21.7,19.1,22.4,37.6
O=C(O)c1c2ccccc2nc2ccccc12,-17.9,-17.9,15.2,57.0,-17.6,-34.5
N#CCCCCN1CCCCC1,-9.9,-20.9,-14.6,13.6,-4.8,9.8
O=c1ccn(/C=C\c2nc3ccccc3[nH]c2=O)c(=S)[nH]1,-35.9,-27.3,-17.5,-40.4,-37.8,13.7
CCCCN(C=O)c1ccccc1,3.0,9.7,-8.4,27.9,3.1,7.2
COc1cc(C2c3cc4c(cc3CC3COC(=O)N32)OCO4)cc(OC)c1OC (centres undefined),-2.8,-13.7,1.1,4.2,5.9,-7.5
CCOc1ccc(N=Cc2cccc([N+](=O)[O-])c2)cc1,8.1,4.8,11.2,6.3,25.6,17.8
COC(=O)C(C#N)(CCc1ccc([N+](=O)[O-])cc1)CCc1ccc([N+](=O)[O-])cc1,3.0,-4.2,5.6,25.9,14.8,-6.7
CC(C)(CN1CCCCC1)C(=O)/C=C/c1ccc(Cl)c(Cl)c1,93.2*,94.7*,92.9*,92.7*,93.3*,91.8*
COc1cc(C(Nc2ccccn2)c2cc3c(cc2O)OCO3)cc(OC)c1O (centres undefined),39.3,46.5,15.7,24.2,28.2,30.9
OCC1OC(O)C(CO)OC1O (centres undefined),3.7,-5.2,22.2,-5.2,16.1,40.2
COC1OC2COC1(OCc1ccccc1)C1OC(C)(C)OC21 (centres undefined),-29.9,-5.8,-26.2,5.3,-23.8,-0.8
C=C(Br)CNC(=O)Nc1ccccn1,-3.3,4.5,-4.8,-8.8,-10.2,-4.2
C/C(=N\NC(N)=O)c1ccc(Cl)cc1,-6.2&2.0,-3.6&10.8,6.0&-4.2,10.7&7.3,9.1&27.9,-8.7&9.6
CNC(=O)NNC(=O)NC,-24.6,-24.6,-15.7,-6.0,-45.1,-27.6
CCOC(=O)C(Cl)(NC(=O)NC(Cl)(C(=O)OCC)C(F)(F)F)C(F)(F)F (centres undefined),-0.8,23.8,3.2,6.7,3.8,-1.8
O=c1cc(-c2ccccc2)oc(-c2cccnc2)c1,-27.8,-16.8,-14.2,9.8,-26.9,-41.4
Cc1ccc(C)c(C(=O)CCN)c1,0.3,-10.7,-5.3,3.5,3.5,84.8*
CC1(C)CCCC/C1=N\Nc1ccc([N+](=O)[O-])cc1[N+](=O)[O-],-2.8,5.2,1.1,22.1,-29.2,-22.2
COc1cc(Cc2cc(OC)c(OC)c(OC)c2)ccc1O,-8.5,-8.5,19.1,9.5,-23.4,-2.6
CC(=O)Nc1ccc(S(=O)(=O)NNC(=O)NNS(=O)(=O)c2ccc(NC(C)=O)cc2)cc1,-11.5,-7.2,-7.0,-10.4,-6.2,2.5
CCSc1nnc2c(-c3ccccc3)n[nH]c2n1,-21.8,-0.1,-27.6,-12.1,-0.8,-25.9
CC1CNc2ccccc2N1 (centres undefined),-6.8,-21.4,13.4,-2.8,-1.4,-6.7
C[N+](C)(N)CCC[N+](C)(C)N,-3.3,5.2,-52.6,-3.4,12.4,-29.4
OCCSC(SCCO)=C(SCCO)SCCO,-1.6,-15.7,1.4,2.8,9.8,-13.2
O=S(=O)(c1ccc(I)cc1)c1ccc(I)cc1,-9.2,0.1,5.3,3.7,22.6,5.2
O=C(O)c1c(Cl)c(Cl)c(Cl)c(Cl)c1C(=O)Nc1ccc2cn[nH]c2c1,-7.6,-13.2,-2.1,19.9,17.2,-13.3
COC(=O)/C(C)=C/C=C/C(C)C(O)C(C)C1OC(CC(OC)OC)C(C)C(O)C1C (centres undefined),9.8,22.2,2.9,19.9,28.9,2.6
CCc1ccc(/C=C/c2ccc(O)c3ccccc23)[n+](C)c1,-3.0,7.5,-5.7,18.2,8.2,-6.2
O=C(O)CSCc1ccc(Cl)cc1,-9.3,-32.9,6.1,-6.5,3.7,29.3
CC(C(=O)O)C1c2ccccc2CCC1c1ccccc1 (centres undefined),36.2,16.1,16.9,36.0,39.4,35.2
O=C(CCC(O)(c1ccccc1)c1ccccc1)c1ccccc1,13.2,-11.9,4.9,70.5*,65.8,-27.2
Cc1cc(=O)oc2cc(N(C)C)ccc12,-15.4,-12.6,-10.2,-0.1,10.6,-3.1
CN(C)CC(c1ccccc1)C(O)(c1ccccc1)c1ccccc1 (centres undefined),-1.0,-2.8,-18.0,3.0,-5.7,-45.9
NC(=O)c1nnn(Cc2cc(Cl)c(C(=O)c3ccc(Cl)cc3)c(Cl)c2)c1N,50.3,98.9*,98.8*,98.8*,57.2,98.6*
CCO/C=C1\SC(=S)N(c2cccc(C)c2)C1=O,1.2,13.7,14.9,16.9,11.1,13.2
O=c1oc2ccccc2c(O)c1C(c1cccc(C(c2c(O)c3ccccc3oc2=O)c2c(O)c3ccccc3oc2=O)c1)c1c(O)c2ccccc2oc1=O,-2.7,37.5,-5.3,67.8,26.6,-17.6
CC(=O)NNS(=O)(=O)c1ccc(C)cc1,1.4,5.5,-8.6,-3.7,13.3,6.7
Clc1cc(Cl)cc(C2ON=C(c3ccccc3)N2C23CC4CC(CC(C4)C2)C3)c1 (centres undefined),-14.2,-17.4,-28.6,-24.4,-12.2,-52.7
Cc1ccc(N2CC3CC4(C)C=CC3(C2)O4)cc1 (centres undefined),79.8*,49.7,89.5*,50.8,76.0*,-6.7
O=C(O)c1cc(=O)[nH]c(=O)[nH]1,-14.9,0.1,-6.5,-21.2,-17.6,7.0
CCCOCN1COCN=C1NC#N,-4.7,12.3,5.7,5.8,28.8,-0.1
C=C(C(=O)O)C1CC[C@@]2(C)CCC[C@@](C)(O)C2C1 (some centres undefined),-7.8,-5.8,-3.4,25.6,21.1,10.8
CCCCCCC(=O)c1cccnc1,22.4,21.3,53.5,30.4,47.5,18.4
N#CC1(NC(Cc2ccccc2)c2ccccc2)CCCCCCCCCCC1 (centres undefined),-14.6,-35.5,-41.7,-33.7,-9.5,1.0
C=C(C(=O)O)C(N)C(=O)O (centres undefined),4.6,5.0,4.0,-32.0,-9.1,3.0

# 5 entries from above in another layout.
# Second line of a record – yeast sgs1 mgt1, mec2-1, yeast bub3, yeast mlh1 rad18, yeast rad50, yeast cln2 rad14
NC(=O)c1nnn(Cc2cc(Cl)c(C(=O)c3ccc(Cl)cc3)c(Cl)c2)c1N
 : 50.3, 98.9*, 98.8*, 98.8*, 57.2, 98.6*
CCO/C=C1\SC(=S)N(c2cccc(C)c2)C1=O
 : 1.2, 13.7, 14.9, 16.9, 11.1, 13.2
O=c1oc2ccccc2c(O)c1C(c1cccc(C(c2c(O)c3ccccc3oc2=O)c2c(O)c3ccccc3oc2=O)c1)c1c(O)c2ccccc2oc1=O
 : -2.7, 37.5, -5.3, 67.8, 26.6, -17.6
CC(=O)NNS(=O)(=O)c1ccc(C)cc1
 : 1.4, 5.5, -8.6, -3.7, 13.3, 6.7
Clc1cc(Cl)cc(C2ON=C(c3ccccc3)N2C23CC4CC(CC(C4)C2)C3)c1 (centres undefined)
 : -14.2, -17.4, -28.6, -24.4, -12.2, -52.7

# A different layout for two compounds above:
# Fields: yeast sgs1 mgt1	mec2-1	yeast bub3	yeast mlh1 rad18	yeast rad50	yeast cln2 rad14
- CCCOCN1COCN=C1NC#N
    -4.7	12.3	5.7	5.8	28.8	-0.1
- C=C(C(=O)O)C1CC[C@@]2(C)CCC[C@@](C)(O)C2C1 (some centres undefined)
    -7.8	-5.8	-3.4	25.6	21.1	10.8

# Limited to yeast rad50, for some of the entries so far:
Molecule | yeast rad50
N#CC1(NC(Cc2ccccc2)c2ccccc2)CCCCCCCCCCC1 (centres undefined) | -9.5
COC(=O)C(C#N)(CCc1ccc([N+](=O)[O-])cc1)CCc1ccc([N+](=O)[O-])cc1 | 14.8

# More results follow:
SMILES,yeast sgs1 mgt1,mec2-1,yeast bub3,yeast mlh1 rad18,yeast rad50,yeast cln2 rad14
CC1OCOC(CO)C(O)C1O (centres undefined),17.5,1.6,-3.0,-5.8,-18.5,-32.0
N=C(N)n1ncc2c1CCC/C2=N/N=C(N)N,13.5,17.1,29.9,3.9,17.5,64.3
c1ccc(C2=NNC(c3ccccn3)=NN2)nc1,-1.2,-1.6,-5.2,22.9,15.6,-10.4
COc1ccc(N2C(=O)C3c4[nH]c5ccccc5c4C4CCCCCCCCCC4C3C2=O)cc1 (centres undefined),0.0,-25.9,-15.3,-30.2,-6.2,-39.6
COc1cc(NCc2ccc3c(c2)OCO3)c([N+](=O)[O-])cc1OC,6.6,11.3,4.3,-15.7,5.2,-8.6
CC(=O)NC(C(=O)N1CCCC1C(=O)O)C(C)C (centres undefined),-6.7,-3.1,-19.1,0.6,7.9,1.7
Cc1ccc(NC(=O)NCCO)cc1C,-7.0,-3.6,-6.6,-17.2,-9.2,-109.8
O=C(Nc1ccc(Cl)cc1Cl)C1C(=O)N(c2ccc(Cl)cc2Cl)C(=O)/C1=N\Nc1ccc([N+](=O)[O-])cc1[N+](=O)[O-] (centres undefined),-12.6,17.9,-11.0,-9.4,-7.8,19.8
CCC1CC(=O)NC(=O)NC1=O (centres undefined),-3.8,30.8,7.2,6.9,-4.6,12.1
CCOC(=O)c1ccccc1C(=O)OC1CCCCC1,2.3,-13.2,24.4,-1.2,-15.9,-36.1
c1ccc2cc3c(cc2c1)Cn1c-3nc2ccccc21,13.2,-8.7,11.4,27.8,19.4,6.5
O=C(N/N=C\c1ccccn1)Nc1ccc(N=Nc2ccccc2)cc1,-1.6,-9.8,5.8,4.9,6.5,-3.9
COC(=O)C(C)OC(C)=O (centres undefined),-21.2,-1.1,-16.0,-17.9,-3.1,-46.0
c1coc(-c2cc(-c3cc(-c4ccco4)on3)no2)c1,-7.5,-1.6,-16.6,-9.6,-5.2,-21.9
CCOC(=O)C(Cc1ccc(Cl)c(Cl)c1)(NC(C)=O)C(=O)OCC,1.6,11.6,-5.3,8.8,4.5,6.1
Nc1ccc(I)cc1,-34.6,-4.0,-23.2,-22.1,-10.8,-20.8
O=C1C(=O)C(Cl)=C(Cl)C(Cl)=C1Cl,99.5*,99.7*,99.3*,99.1*,99.3*,98.5*

# Source: PubChem (NCI)
